Screening data: PubChem BioAssay, several laboratories
CAL PDZ FP-1 – blocks peptide binding to human CAL PDZ domain | inhibition, % at 20 µM | 330,000 compounds, 0.02% hits | purified CAL PDZ, TMR-peptide fluorescence polarization, 1 h | AID 504414 | Q9HD26;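 active = highest replicate inhibition of at least 40%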;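 note: plate controls were DMSO neutral control wells for no effect and unlabeled competitor peptide control wells for full effect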
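Material – purified CerCALP PDZ construct · Detection – FP readout, S and P plane fluorescence · Measure – percent inhibition from loss of millipolarization · Controls – unlabelled peptide for full inhibition, DMSO wells as neutral · Probe or stimulus – TMR-labelled reporter peptide T*-PRC34 bound in PDZ groove · Times – 1 h at RT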
MITF TRPM1 HTS – activators of MITF-driven TRPM1 promoter activity in SK-MEL-5 cells. 300,000 compounds, 0.75% hits. activation, % at 12.5 µM. SK-MEL-5 TRPM1-promoter luciferase, 24 h; % of positive control, neutral wells = 0. AID 588334;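 active = mean activation of at least 80% with every replicate also reaching 80%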;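 note: 0% = neutral control wells and 100% = parthenolide positive control wells; values of inactives mirror those of a sister screen read the other way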
Tat transport – E. coli Tat transport inhibition; AID 488895; E. coli MC4100 TorA-mCherry Tat export, fluorescence; 340,000 compounds, 0.036% hits; inhibition, % at 10 µM;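 active = mean replicate inhibition at least 50% and at least half of replicates individually reaching 50%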;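 note: exported cargo escapes ClpAP degradation while cytoplasmic cargo is degraded and loses fluorescence; 0% = median of neutral control wells and 100% = median of NaSCN control wells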
phage Ecoli inh – E. coli growth loss with phage present; growth absorbance; inhibition, % at 11.9 µM; 360,000 compounds, 0.26% hits; in the data active = inhibition above about 11%
E coli growth – bacterial growth inhibition, counter-screen for AddAB inhibitors | E. coli V3065 growth, OD600 absorbance, 18 h | 330,000 compounds, 0.27% hits | AID 449728 | inhibition, % at 11.9 µM;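 active = inhibition above the campaign's mean inhibition across all tested compounds plus 3 SD, cut at about 9.9% in these data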;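 note: uninfected addAB+ strain grown without phage in ampicillin broth; 0% = DMSO wells and 100% = ciprofloxacin 0.95 µg/ml wells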
CAL PDZ FP-2 – blocks peptide binding to the human CAL PDZ domain | purified CAL PDZ, TMR-peptide fluorescence polarization, 1 h | AID 602252 | 300,000 compounds, 0.92% hits | inhibition, % at 24.9 µM | Q9HD26;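 active = mean inhibition of at least 30% with at least half of replicates also reaching 30%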;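 note: 0% = DMSO neutral control and 100% = excess unlabeled competitor peptide PRC23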
SR-BI uptake up – activators of SR-BI mediated HDL lipid uptake; 320,000 compounds, 0.096% hits; activation, % at 12.5 µM; AID 504775; CHO ldlA[mSR-BI] cells, DiI-HDL uptake fluorescence, 3 h; 100 = double the neutral-control signal;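 active = mean replicate activation of at least 60% and every replicate at or above 60%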;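 note: 0% = median plate neutral-control signal and 100% = twice that signal; values of inactives mirror those of a sister screen read the other way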
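system = CHO ldlA[mSR-BI] cells, LDL receptor-null, SR-BI overexpressing | medium = Ham's F12 with 0.5% BSA, HEPES 25 mM, pH 7.4 | probe or stimulus = DiI-HDL 10 µg/mL | compound dosing = single-point compound dose | incubation = compound exposure 3 h, 37 °C | technique = DiI fluorescence, bottom read | read-out = cell-associated DiI fluorescence as measure of HDL uptake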
Wnt bcat act – activates Wnt/beta-catenin signaling in a reporter cell assay. 300,000 compounds, 1.2% hits. activation, % at 9.35 µM. activator, plate reader; in the data active = activation above about 30%, passing the limit was not always enough;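 note: 0% = neutral control wells and 100% = positive control wells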
AddAB inh – less growth of phage-infected E. coli with AddAB. E. coli expressing H. pylori AddAB, absorbance growth. AID 435030. 330,000 compounds, 0.29% hits. inhibition, % at 11.9 µM; in the data active = inhibition above about 12%;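 note: 0% = vehicle wells of infected cells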
SR-BI DiI inh – inhibitors of mouse SR-BI mediated HDL lipid uptake; ldlA[mSR-BI] CHO cells, DiI-HDL uptake fluorescence, 3 h; inhibition, % at 12.5 µM; 320,000 compounds, 0.96% hits; AID 488896;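 active = mean replicate inhibition of at least 70% and a set share of replicates each scoring 70 or more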;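 note: 0% = median of neutral control wells and 100% = median of positive control wells; values of inactives mirror those of a sister screen read the other way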
Target sequence (Q61009 whole entry, looked up): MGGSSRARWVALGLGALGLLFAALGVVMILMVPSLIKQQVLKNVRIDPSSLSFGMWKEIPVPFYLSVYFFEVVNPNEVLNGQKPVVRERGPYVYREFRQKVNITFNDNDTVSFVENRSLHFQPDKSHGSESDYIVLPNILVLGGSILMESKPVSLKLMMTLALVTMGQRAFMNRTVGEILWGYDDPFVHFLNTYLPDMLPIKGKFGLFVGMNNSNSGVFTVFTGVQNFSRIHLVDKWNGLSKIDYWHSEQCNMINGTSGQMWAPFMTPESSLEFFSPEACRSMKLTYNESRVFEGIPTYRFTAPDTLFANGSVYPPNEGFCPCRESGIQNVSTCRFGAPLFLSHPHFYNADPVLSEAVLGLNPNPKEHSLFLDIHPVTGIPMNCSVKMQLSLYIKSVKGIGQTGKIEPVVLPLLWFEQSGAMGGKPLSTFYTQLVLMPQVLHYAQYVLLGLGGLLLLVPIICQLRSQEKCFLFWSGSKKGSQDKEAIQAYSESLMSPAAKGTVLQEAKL
* marks the source's active call; other numbers are inactive results; . = not tested or not shown.

Below each SMILES – CAL PDZ FP-1 | MITF TRPM1 HTS | Tat transport | phage Ecoli inh | E coli growth | CAL PDZ FP-2 | SR-BI uptake up | Wnt bcat act | AddAB inh | SR-BI DiI inh
> CCN(CC)S(=O)(=O)c1ccc(N2CCOCC2)c(NC(=O)CC2OC(=O)c3ccccc32)c1 (stereo not drawn)
 : -0.5 | 3.7 | -0.8 | 1.6 | -0.6 | 0.0 | -1.5 | -0.9 | 0.2 | 1.5
> O=C(NCC1CCCN(Cc2ccc3nonc3c2)C1)c1ccc(F)cc1 (stereo not drawn)
 : -1.3 | 3.3 | -11.4 | 0.9 | -1.1 | -2.0 | . | -1.7 | 2.4 | .
> COc1cc(C(C)=O)ccc1OCC(=O)c1cc(C)n(C2CC2)c1C
 : -1.4 | . | 1.8 | 2.5 | -1.9 | . | -31.1 | -2.1 | 0.2 | 31.1
> CCC(C)NC(=O)C1CCN(S(=O)(=O)c2cccc3cccnc23)CC1 (stereo not drawn)
 : 0.0 | -8.7 | 3.0 | 2.1 | -2.0 | . | 4.8 | -2.0 | 3.4 | -4.8
> CC1(C)OC2OC3C(CN)OC(c4ccccc4)OC3C2O1 (stereo not drawn)
 : -0.2 | -2.6 | -2.5 | 0.8 | . | 12.0 | 0.8 | -0.4 | . | -0.8
> CC(=O)N1CCN(C(C)=O)c2ccccc21
 : 0.3 | -3.6 | 3.7 | 3.8 | . | 3.5 | 9.7 | -1.8 | . | -9.7
> Cc1ccccc1Cn1ccc(NC(=O)c2cnn3c2NC(c2ccccc2)CC3C(F)(F)F)n1 (stereo not drawn)
 : 0.4 | -2.1 | 17.0 | 3.8 | -3.9 | . | -6.6 | 2.0 | -1.6 | 6.6
> CSc1nccc(N2CCN(c3ccc(F)cc3)CC2)n1
 : -2.5 | 6.6 | -1.2 | 5.5 | -2.0 | 3.0 | -23.2 | 4.9 | -2.8 | 23.2
> O=[N+]([O-])c1ccc(C2CCCC/C2=N\OCc2cccc(F)c2)c([N+](=O)[O-])c1 (stereo not drawn)
 : -2.7 | 2.0 | 8.4 | 2.6 | 0.8 | -8.9 | -28.0 | . | -1.3 | 28.0
> CS(=O)(=O)N(CC(=O)Nc1cccc([N+](=O)[O-])c1)c1ccccc1
 : -2.8 | -3.5 | 1.9 | 3.5 | 6.4 | -2.0 | -6.3 | -0.8 | -0.2 | 6.3
> Cc1ccnc(NC(=O)CCC(=O)N(CC(=O)NCc2ccccc2)Cc2ccc(F)cc2)c1
 : 0.1 | 0.3 | -7.0 | 0.2 | 0.0 | -0.8 | 2.2 | 2.4 | 1.5 | -2.2
> CC[C@]12c3[nH]c4cc(CCC(=O)N(C)C)ccc4c3CCN1C(=O)[C@@H](CC(=O)NC(C)(C)C)C[C@@H]2C(=O)N1CCN(C(=O)c2ccco2)CC1
 : -0.7 | -0.1 | 6.9 | 6.1 | -16.0 | -3.2 | -14.4 | -1.0 | 1.7 | 14.4
> Cc1ccc(C(=O)CC2(O)C(=O)N(Cc3ccccc3Cl)c3ccccc32)o1 (stereo not drawn)
 : -0.7 | -10.1 | 3.1 | 0.5 | -0.7 | -3.2 | 55.8 | -2.5 | -1.2 | -55.8
> Cc1ccccc1C(=O)N1CCC(C(=O)N2CCCc3ccccc32)CC1
 : -0.5 | -9.2 | 1.6 | 0.7 | 0.0 | -3.7 | -10.6 | 4.8 | 0.4 | 10.6
> O=C(COc1ccccc1F)NNC(=O)c1cccc(-n2cccc2)c1
 : 4.8 | -6.3 | 6.1 | 0.2 | -1.8 | 0.7 | 8.5 | 3.1 | 3.5 | -8.5
> CN(Cc1nccs1)C(=O)CC1C(=O)NCCN1Cc1ccc(-c2ccccc2)cc1 (stereo not drawn)
 : -1.4 | 1.3 | -0.9 | 1.9 | 1.9 | -2.0 | . | -0.7 | 0.8 | .
> COc1ccc(CN2CCN(C(=O)c3ccc(S(=O)(=O)N4CCCCCC4)cc3)CC2)cc1
 : -1.9 | -24.2 | 6.2 | 2.4 | . | -3.9 | -45.8 | -4.2 | . | 45.8
> O=C(CSc1nnc(-c2c[nH]c3ccccc23)o1)N(Cc1ccccc1)c1ccc(F)cc1
 : -3.0 | 7.3 | 1.2 | . | 0.4 | -5.9 | -28.8 | . | -0.7 | 28.8
> Cc1cc(Cn2nc(-c3ccccc3C)cc2C(=O)O)on1
 : 0.4 | -5.5 | -14.2 | 3.0 | -0.8 | -1.9 | 5.3 | 0.4 | 0.8 | -5.3
> COc1ccccc1-n1c(SCC(N)=O)nnc1-c1ccccc1
 : -2.6 | . | 0.1 | 1.9 | 0.9 | -0.5 | 22.5 | 0.3 | 0.7 | -22.5
> Cc1ccccc1C(=O)NC1CCN(CC(=O)NC2CCCCC2)CC1
 : -2.0 | 0.7 | 6.2 | 1.1 | 0.4 | -3.5 | 11.9 | -1.9 | 1.6 | -12.0
> CCc1nnc(NC(=O)c2cccc(S(=O)(=O)N3CC(c4ccccc4)CC3=O)c2)s1 (stereo not drawn)
 : -0.4 | -13.8 | -1.2 | 1.2 | -1.2 | . | 7.0 | -2.8 | 2.7 | -7.0
> CC(=O)Nc1ccc(N2C(=O)C3C4C=CC(CC4)C3C2=O)cc1 (stereo not drawn)
 : . | -20.0 | -7.4 | 2.7 | . | -5.0 | 13.1 | 0.9 | . | -13.1
> CCCn1c(SCC(=O)NCCCN2CCCC2=O)nc2ccccc2c1=O
 : 2.5 | -5.4 | 3.0 | 1.4 | -0.6 | -2.2 | -17.5 | -1.9 | 2.5 | 17.5
> COc1ccc(OCC(O)CNC(=O)Nc2cc(F)ccc2C)cc1 (stereo not drawn)
 : -1.6 | . | -1.9 | 3.4 | 1.9 | -5.8 | 0.5 | -2.6 | 3.1 | -0.5
> CC(=O)c1c(C)nn(CC(=O)NC2CCCN(Cc3ccc(CC(C)C)cc3)C2)c1C (stereo not drawn)
 : -3.2 | 9.7 | -2.8 | 2.1 | -0.8 | -3.5 | -9.6 | 0.7 | 3.2 | 9.6
> Cc1ccc(CNC(=O)C(NS(=O)(=O)c2cccs2)C(C)C)cc1 (stereo not drawn)
 : -0.1 | -6.4 | -1.1 | 0.6 | -2.7 | -0.7 | 11.0 | . | 1.9 | -11.0
> Cc1ccc(CN2CCN(CC(=O)N3CCC(C(N)=O)CC3)C2=O)cc1
 : -0.4 | 6.0 | 3.8 | 0.7 | -2.4 | . | 22.7 | -1.2 | -0.4 | -22.7
> CCNc1ccc(C(=O)OCC)cc1NC(=O)c1cccc(N(C)C)c1
 : -0.1 | -11.9 | -1.3 | 4.5 | 1.9 | -3.5 | -85.5 | -10.0 | 1.3 | 85.6*
> COc1ccc(Cl)cc1NC(=O)CN(C)C(=O)c1ccc2c(c1)OCCO2
 : -2.1 | 6.2 | -7.1 | -0.1 | -1.1 | -1.6 | 4.6 | 0.3 | 1.7 | -4.6
> CN(C)C(=O)CCc1ccc2c3c([nH]c2c1)[C@]1(C)[C@@H](C(=O)N2CCCCC2)C[C@H](CC(=O)NCC24CC5CC(CC(C5)C2)C4)C(=O)N1CC3
 : -0.5 | -12.5 | 26.0 | -2.8 | -1.4 | -3.4 | -6.3 | -4.0 | 0.4 | 6.3
> O=C(/C=C/Nc1ccc(F)c(Cl)c1)c1ccccc1
 : -2.1 | . | 4.2 | 1.2 | 2.5 | 1.5 | -8.8 | -1.6 | 1.6 | 8.8
> O=C(c1cccc2c1C(=O)N(Cc1cccnc1)C2)N1CCN(c2ccccc2)CC1
 : -0.4 | 3.5 | -3.1 | 2.5 | -1.2 | -2.1 | 14.2 | . | 0.2 | -14.2
> COc1ccc(C)c2sc(NC(=O)c3cccc(N4C(=O)CCC4=O)c3)nc12
 : -0.5 | -8.1 | 0.8 | 1.3 | 0.6 | . | -6.5 | -0.7 | 2.3 | 6.5
> CC(C)[C@H](NC(=O)[C@@H]1Cc2ccccc2CN1C(=O)OC(C)(C)C)C(=O)NC1CCCC1
 : -2.9 | -0.1 | 15.7 | 1.1 | -0.1 | 1.0 | -3.4 | -2.7 | 2.5 | 3.4
> Cc1ccc(OCC(=O)Nc2ccccc2Sc2ccc(Cl)cc2)c([N+](=O)[O-])n1
 : -1.8 | 2.0 | 7.0 | 3.1 | 0.7 | -3.9 | -26.1 | . | 1.3 | 26.1
> COc1ccc(N2Cc3ccccc3C2)cc1Cl
 : -0.1 | . | -6.2 | 0.8 | 2.2 | . | 12.6 | 6.6 | 1.2 | -12.6
> COc1ccc(-c2ccc3c(c2)[C@@H]2C[C@H]4[C@@H](C(=O)N2CC3)[C@H](C)ON4C)cc1
 : -1.1 | -18.7 | 3.1 | 1.0 | . | -10.3 | 19.2 | 1.0 | . | -19.2
> CCOc1ccc2c(c1)/C(=N/N1C(=O)c3ccccc3C1=O)C(=O)N2
 : -0.1 | 3.1 | -10.2 | 5.0 | 2.3 | -3.1 | -7.2 | 0.0 | 4.0 | 7.2
> O=C(c1cnn2c(C(F)(F)F)cc(-c3ccc4c(c3)OCO4)nc12)N1CCCCC1
 : -0.2 | . | 0.1 | 1.6 | 2.2 | -1.4 | -17.1 | . | 0.0 | 17.1
> CN(c1ccccc1)S(=O)(=O)c1ccc(C(=O)Nc2nccs2)cc1
 : -4.9 | 0.5 | -9.2 | 0.8 | -1.6 | . | . | 0.1 | 1.6 | .
> COc1ccc(CC(NC(=O)c2ccccc2)C(=O)NCC(=O)O)cc1 (stereo not drawn)
 : 0.1 | . | -1.2 | 1.8 | 1.6 | . | 9.6 | -1.0 | 2.9 | -9.6
> COc1ccc(C)cc1NC(=O)CCCN1C(=S)NC(C)(C)CC1C (stereo not drawn)
 : -0.9 | 6.0 | -3.1 | 1.5 | 0.7 | -2.5 | 0.1 | . | 4.3 | -0.1
> COc1ccc(CN2C[C@H](C)[C@@H](CC(=O)NCc3ccccc3)C2=O)cc1
 : -0.7 | -7.8 | 5.9 | 1.8 | 0.8 | -6.7 | 9.2 | -2.2 | 1.8 | -9.2
> O=C(O)CN1C(=O)/C(=C\c2cc(Br)ccc2OCc2ccccc2Cl)SC1=S
 : -1.8 | -10.6 | -0.5 | 0.5 | -1.4 | -5.4 | 26.9 | -1.6 | -0.6 | -26.9

An excerpt taken from the entries so far, for reference:
Below each SMILES – CAL PDZ FP-1 | MITF TRPM1 HTS | Tat transport | phage Ecoli inh | E coli growth | CAL PDZ FP-2 | SR-BI uptake up | Wnt bcat act | AddAB inh | SR-BI DiI inh
> CN(c1ccccc1)S(=O)(=O)c1ccc(C(=O)Nc2nccs2)cc1
 : -4.9 | 0.5 | -9.2 | 0.8 | -1.6 | . | . | 0.1 | 1.6 | .
> COc1ccc(CC(NC(=O)c2ccccc2)C(=O)NCC(=O)O)cc1 (stereo not drawn)
 : 0.1 | . | -1.2 | 1.8 | 1.6 | . | 9.6 | -1.0 | 2.9 | -9.6
